Bioassay records as filed in PubChem.
Rab2A wt mod – changes GTP binding to wildtype dog Rab2A, up or down | P61105 | GST-Rab2 wt beads, Bodipy-GTP binding, flow cytometry | GTP binding activity, % at 10 µM | 0.19% of 190,000 active | AID 760;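 active = GTP binding activity at least 20 points away from 100%, either lowered or raised; inconclusive = signal likely due to the compound's own green fluorescence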;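 note: 0% = beads with excess unlabeled GTP and 100% = no-compound control corrected for plate trend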
GSH bead fluor – compound fluoresces at 488/530 nm on GSH beads | 0.25% of 190,000 active | GSH beads flow cytometry, compound fluorescence 488/530 nm; stronger effect = higher value | AID 1776 | fluorescence (KMESF) at 10 µM; in the data active = fluorescence above about 89;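 note: glutathione beads carrying GST-tagged Bcl family fusion proteins plus one bare bead set; values are compound well signal with DMSO vehicle wells as background; inactives centre near 16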
ABCG2 block – blocks JC-1 efflux by human ABCG2 transporter. IgMXP3 cells, flow cytometry. inhibition, % at 6.6 µM. 0.1% of 190,000 active. AID 1325;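 active = inhibition above 80%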;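 note: 0% = DMSO and 100% = nicardipine control wells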
Target sequence (Q9UNQ0 whole entry, looked up): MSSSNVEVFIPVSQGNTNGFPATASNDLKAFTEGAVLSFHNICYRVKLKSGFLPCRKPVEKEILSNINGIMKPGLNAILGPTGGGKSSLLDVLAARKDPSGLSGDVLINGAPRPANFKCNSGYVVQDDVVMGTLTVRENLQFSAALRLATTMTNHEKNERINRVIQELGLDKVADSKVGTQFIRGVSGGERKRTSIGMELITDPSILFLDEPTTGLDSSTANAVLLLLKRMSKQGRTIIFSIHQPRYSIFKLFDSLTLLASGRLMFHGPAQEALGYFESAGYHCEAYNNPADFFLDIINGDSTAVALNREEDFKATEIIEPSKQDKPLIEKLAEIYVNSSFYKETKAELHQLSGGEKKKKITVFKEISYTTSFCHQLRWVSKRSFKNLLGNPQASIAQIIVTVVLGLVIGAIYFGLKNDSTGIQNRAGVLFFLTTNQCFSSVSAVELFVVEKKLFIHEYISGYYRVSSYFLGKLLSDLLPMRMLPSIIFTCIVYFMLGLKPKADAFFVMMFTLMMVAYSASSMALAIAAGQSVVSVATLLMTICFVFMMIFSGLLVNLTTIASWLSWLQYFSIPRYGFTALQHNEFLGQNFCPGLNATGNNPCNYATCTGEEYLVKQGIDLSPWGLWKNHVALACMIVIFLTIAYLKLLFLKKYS
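material = IgMXP3 (ABCG2) plus far-red-tagged CCRF-Adr (ABCB1) cells | amount = 3 million cells/mL, equal mix of both lines | also added = JC-1 transporter substrate | dosing = one concentration, 6.6 µM final | schedule = 10 min at 25 °C | measured by = flow cytometric JC-1 green MFI at 530 nm | read-out basis = percent efflux inhibition, scaled nicardipine 100% to DMSO 0%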
Cdc42 wt – human Cdc42 wildtype GTP binding change, either direction | GST-Cdc42 beads, Bodipy-GTP binding, flow cytometry; actives lie on both sides | percent activity (GTP binding), % at 10 µM | 0.2% of 190,000 active | AID 761;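 active = percent activity GTP binding at least 20 points away from the 100% baseline, either down as inhibitor or up as activator; inconclusive = compound flagged as likely green fluorescent from well-wide comparison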;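 note: median bead fluorescence of bound Bodipy-FL-GTP at 100 nM; 0% = excess unlabeled GTP control and 100% = no compound control; below 100% means less GTP binding so inhibitor and above means activator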
Target sequence (P60953 whole entry, looked up): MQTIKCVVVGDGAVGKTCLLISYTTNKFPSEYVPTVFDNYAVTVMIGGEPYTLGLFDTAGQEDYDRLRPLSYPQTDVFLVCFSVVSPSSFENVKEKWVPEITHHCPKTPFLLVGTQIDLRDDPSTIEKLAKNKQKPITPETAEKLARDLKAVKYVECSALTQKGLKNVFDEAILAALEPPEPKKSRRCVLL
ABCB1 block – blocks JC-1 efflux by human ABCB1 transporter; P08183; CCRF-Adr cells, flow cytometry; inhibition, % at 6.6 µM; 0.067% of 190,000 active; in the data active = inhibition above about 40%;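 note: 0% = vehicle and 100% = reference inhibitor; higher value means more JC-1 retained so stronger ABCB1 efflux block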
Avidin bead fluor – avidin bead compound fluorescence profile; Avidin beads, compound fluorescence 488/530 nm, flow cytometry; stronger effect = higher value; fluorescence (KMESF) at 10 µM; 0.38% of 220,000 active; AID 1775; in the data active = fluorescence above about 47; note: inactives centre near 10
Rac1 act GTP bind – modulators of GTP binding to human Rac1 activated mutant | P63000 | GST-Rac1 activated beads, fluorescent GTP binding, flow cytometry; actives lie on both sides; 100% means binding = to untreated wells | percent activity (GTP binding), % at 10 µM | 0.11% of 190,000 active;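 active = GTP binding at least 20 percentage points away from the 100% baseline, in either direction, so actives lie on both sides; inconclusive = Compound likely fluorescent itself, or too few beads counted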
Rab7 wt GTP bind – dog Rab7 wildtype GTP binding, inhibitors and activators. GST-Rab7 beads, fluorescent GTP binding, flow cytometry; actives lie on both sides; untreated = 100%, excess cold GTP = 0%. GTP binding activity (percent of control), % at 10 µM. 0.055% of 190,000 active. AID 758;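 active = fluorescent GTP binding to Rab7 beads changed by at least 20 points from the 100% baseline, either direction, mostly lower; inconclusive = compound itself probably fluorescent, or too few beads counted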;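 note: median green fluorescence of bound Bodipy-FL-GTP per Rab7 bead population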
Pf gametocyte – inhibitors of late stage P. falciparum gametocyte viability; inhibition, % at 10.9 µM; P. falciparum stage V gametocytes, ATP luminescence, 24 h; AID 743093; 0.065% of 150,000 active;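 active = inhibition above the mean plus 3 SD of compounds within the control limits, set per campaign, cut at about 38% in these data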;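 note: 0% = DMSO wells and 100% = medium only without gametocytes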
Rac1 wt GTP bind – human Rac1 wildtype GTP binding, inhibitors and activators; GST-Rac1 beads, fluorescent GTP binding, flow cytometry; actives lie on both sides; 0 = cold GTP competed, 100 = untreated; GTP binding activity (% of control), % at 10 µM; 0.27% of 190,000 active;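 active = GTP binding activity at least 20 points away from the 100% control level, either lower or higher; inconclusive = compound flagged as likely green fluorescent, judged across all proteins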
HRas wt GTP bind – human HRas wildtype GTP binding, change in either direction | P01112 | GST-Ras wt beads, Bodipy-FL-GTP binding, flow cytometry; actives lie on both sides | GTP binding activity, % at 10 µM | 0.14% of 190,000 active;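 active = GTP binding activity at least 20% away from the 100% baseline, either lowered as inhibitor or raised as activator; inconclusive = flagged as likely green fluorescent, judged across all proteins in the well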;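 note: 0% = unlabeled GTP competition control and 100% = no-compound control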
Target sequence (P01112 whole entry, looked up): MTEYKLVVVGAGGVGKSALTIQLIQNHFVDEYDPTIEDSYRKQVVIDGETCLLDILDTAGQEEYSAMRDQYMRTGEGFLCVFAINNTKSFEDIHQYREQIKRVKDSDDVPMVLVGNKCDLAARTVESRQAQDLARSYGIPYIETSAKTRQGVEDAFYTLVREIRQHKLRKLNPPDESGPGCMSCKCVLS
Active calls of the source: *; ? = inconclusive; / = not tested or not shown.

SMILES	Rab2A wt mod	GSH bead fluor	ABCG2 block	Cdc42 wt	ABCB1 block	Avidin bead fluor	Rac1 act GTP bind	Rab7 wt GTP bind	Pf gametocyte	Rac1 wt GTP bind	HRas wt GTP bind
COC(=O)Cc1c(O)ccn(CCc2ccc(OC)c(OC)c2)c1=O	94	19	7	98	1.0	7	95	96	/	98	96
Cc1noc(C)c1CSCC(=O)N1CCN(c2ccc([N+](=O)[O-])cc2)CC1	103	34	36	103	1.2	13	98	101	/	105	99
CC1CCCCN1S(=O)(=O)c1ccc(C(=O)Nc2ccccc2-c2nc3ccccc3s2)cc1 (stereo not drawn)	100	17	1	103	0.0	/	100	97	/	105	102
CN(CC(=O)NCc1ccc(Cl)cc1)S(=O)(=O)c1cccc2cccnc12	98	20	2	100	0.7	9	100	98	/	105	100
CCc1ccc(NC(=O)CN2C(=O)CSC2=O)cc1	98	18	2	100	0.3	10	99	97	/	103	99
CCOC(=O)c1c(C)[n+]([O-])c2ccc3c(non3O)c12	95	15	0	92	0.0	12	91	99	-11	93	95
N#Cc1ccc(N2Cc3ccccc3/C2=N/C(=O)Nc2ccc(Cl)cc2)cc1	98	2	6	102	-0.2	15	99	98	/	104	100
COCCCNC(=O)c1ccc2c(=O)n(Cc3ccc4c(c3)OCO4)c(=S)[nH]c2c1	100	21	2	103	0.2	23	101	101	-18	109	104
Cn1c(CNc2cccc(Cl)c2)nnc1SCC(=O)OC1CCCCC1	95	17	4	97	0.6	8	95	99	1	96	95
Nc1nc(-c2ccc(F)cc2)cc(C(F)(F)F)n1	101	11	4	102	0.4	10	98	99	/	107	102
COc1ccc(NC(=O)c2cc3n(n2)C(C(F)(F)F)CC(c2ccc4c(c2)OCO4)N3)cc1OC (stereo not drawn)	96	10	8	102	1.8	24	101	99	/	106	100
O=C1NC(c2ccco2)Nc2sc3c(c21)CCN(Cc1ccccc1)C3 (stereo not drawn)	106	25	3	104	0.8	7	99	109	/	106	108
O=C(CCCOc1ccc(Cl)cc1Cl)NCc1ccncc1	97	11	1	95	1.0	28	93	100	11	96	96
COCCCN(C(=S)NC(=O)c1ccc(C(C)(C)C)cc1)c1c(N)n(Cc2ccccc2)c(=O)[nH]c1=O	101	10	2	101	-0.1	5	98	101	6	104	99
Cc1cccc(N(C(=O)Cn2nnc3ccccc32)C(C(=O)NCc2ccco2)c2ccncc2)c1C (stereo not drawn)	102	26	-1	103	0.1	6	101	103	-20	106	101
Clc1ccccc1C1SCC2Nc3ccccc3CN21 (stereo not drawn)	97	17	6	94	0.7	9	94	96	/	93	95
Cc1c(NC(=O)COC(=O)Cc2ccc(Cl)cc2)c(=O)n(-c2ccccc2)n1C	98	23	-3	98	-2.5	14	96	94	-5	96	99
CCc1cc(C(=O)O)c(NC(=O)C(c2ccccc2)c2ccccc2)s1	94	14	8	97	0.5	10	95	94	/	95	94
Cc1ccc(NC(=O)c2ccccn2)cc1S(=O)(=O)N1CCOCC1	99	16	0	96	0.0	26	91	101	12	97	98
O=C(O)CCC(=O)OC1CC2CCC1C2 (stereo not drawn)	96	21	1	96	0.6	1	97	94	3	98	97
COc1ccc(NC(=O)C2CC(=O)OC2c2ccccc2)cc1 (stereo not drawn)	98	10	0	99	0.1	7	97	97	/	98	96
O=C(COc1ccccc1Cl)NCc1ccco1	100	17	1	103	0.2	37	100	100	-27	103	101
COc1ccccc1NC(=O)Cc1csc(NC(=O)c2ccccc2)n1	95	11	22	96	2.2	11	96	98	4	96	93
COc1ccc(CC(=O)Nc2cccc(-c3ccc4nnc(C)n4n3)c2)cc1OC	97	22	0	96	0.0	25	96	98	32	96	100
CC(C)=CCCC(C)CN1CCC(N2CCC(C(=O)NC(C)C)CC2)CC1 (stereo not drawn)	97	18	5	98	0.7	1	97	94	8	98	96
CCOC(=O)c1cc(CC)sc1NC(=O)C1CC(=O)NN1Cc1ccccc1 (stereo not drawn)	99	15	11	98	3.1	21	99	97	21	103	99
N#Cc1c(C(F)(F)F)cc(-c2ccc(Cl)cc2)[nH]c1=O	81	14	1	76*	0.3	37	78*	78*	-15	78*	81
CC(C)CC(=O)NNC(=O)c1ccc(Cl)cc1	97	14	1	98	0.2	11	96	103	-1	98	98
N#CCC(=N)N1CCN(c2ccccc2Cl)CC1	92	31	2	94	0.2	13	94	93	22	94	97
O=C1C2C3C=CC(C3)C2C(=O)N1c1ccccc1OS(=O)(=O)c1ccccc1 (stereo not drawn)	100	11	11	99	1.4	9	100	98	/	99	99
CCOC(=O)C1(C)NC(c2cccs2)C2C(=O)N(c3ccccc3)C(=O)C21 (stereo not drawn)	105	24	0	102	0.4	10	95	110	/	102	103
COc1ccc(C(O)c2nccc3cc(OC)c(OC)cc23)cc1OC (stereo not drawn)	100	11	2	101	1.3	6	97	104	-7	98	100
CCC(=O)NCc1nc2ccccc2n1Cc1ccccc1F	92	34	3	95	0.7	11	93	91	/	98	96
COc1ccc(N2CC(C(=O)N/N=C/c3cc([N+](=O)[O-])ccc3O)CC2=O)cc1 (stereo not drawn)	?	19	5	?	0.8	6	?	?	9	?	?
Cc1ccc(-c2nc3ncccn3c2Nc2ccc3c(c2)OCO3)o1	104	18	35	105	2.5	39	102	101	/	109	104
Cc1ccc(C)c(-n2c(-c3ccc4c(c3)OCO4)n[nH]c2=S)c1	99	55	0	99	-0.2	2	98	97	-6	99	96
CCC(c1nnnn1Cc1ccc2c(c1)OCO2)N1CCN(CC)CC1 (stereo not drawn)	97	11	2	95	-0.1	9	94	107	10	95	96
S=C(NCC1COc2ccccc2O1)Nc1ccccc1 (stereo not drawn)	107	10	12	104	0.8	9	96	106	/	101	103
COc1cc(/C=N/NC(=O)c2ccc(CSc3nc4ccccc4[nH]3)cc2)cc(OC)c1OC	97	10	2	101	0.1	4	99	98	/	101	99
COc1cc(/C=C\C(=O)NCc2ccc3[nH]c(C)cc3c2)cc(OC)c1OC	98	16	8	99	2.0	7	97	99	/	99	99

Single records, from the list above. Values in the order: Rab2A wt mod, GSH bead fluor, ABCG2 block, Cdc42 wt, ABCB1 block, Avidin bead fluor, Rac1 act GTP bind, Rab7 wt GTP bind, Pf gametocyte, Rac1 wt GTP bind, HRas wt GTP bind
Cc1ccc(C)c(-n2c(-c3ccc4c(c3)OCO4)n[nH]c2=S)c1 as listed: 99, 55, 0, 99, -0.2, 2, 98, 97, -6, 99, 96
COc1ccccc1NC(=O)Cc1csc(NC(=O)c2ccccc2)n1 as listed: 95, 11, 22, 96, 2.2, 11, 96, 98, 4, 96, 93

(further entries)
SMILES	Rab2A wt mod	GSH bead fluor	ABCG2 block	Cdc42 wt	ABCB1 block	Avidin bead fluor	Rac1 act GTP bind	Rab7 wt GTP bind	Pf gametocyte	Rac1 wt GTP bind	HRas wt GTP bind
CCOc1cccc(C2NC(=S)NC(C)=C2C(=O)Nc2ccccc2)c1 (stereo not drawn)	101	13	7	105	0.9	9	101	99	/	105	102
CC(NCC(O)COCc1ccc(Cl)cc1)c1ccccc1 (stereo not drawn)	95	65	2	98	0.2	13	95	100	15	102	98
CCOc1ccc(C(=S)NC2CCCCC2)cc1	102	15	2	104	0.3	41	101	99	/	106	102
Nc1nnc(-c2ccc(Cl)c([N+](=O)[O-])c2)s1	101	24	17	98	2.1	9	99	99	-2	98	98
CC(Oc1cccc(Cl)c1)C(=O)Nc1cc(=O)n(C)c(=O)n1C (stereo not drawn)	96	46	10	97	-0.2	8	96	99	13	96	97
Cn1cc(/C=C2\SC(=O)N(c3ccccc3)C2=O)c2ccccc21	100	11	24	104	0.2	25	100	98	/	104	99
Cc1cc(C)nc(NS(=O)(=O)c2ccc(NC(=O)c3cc(-c4ccccc4)nc4ccccc34)cc2)n1	91	5	-16	92	-0.4	11	93	93	5	94	95
C/C(=N\N1CCN(C2c3ccccc3-c3ccccc32)CC1)c1ccncc1	105	18	3	103	1.0	5	100	98	-3	104	103
COc1ccc(C(=O)NCC(=O)N2CCc3ccccc3C2)cc1	100	10	13	94	1.6	14	97	96	33	95	95
CC1(C)CC(NC(=O)COc2ccccc2Cl)CC(C)(C)N1	100	10	1	99	0.2	9	97	104	-3	102	100
CCn1c(=O)cc(O)c2ccccc21	102	28	2	101	0.2	5	100	96	/	102	101
C=CCSc1nnc2c(n1)OC=Nc1ccccc1-2	99	5	1	102	0.1	8	100	100	/	104	100
COc1cccc(/C=C(/C(=O)OCC(=O)NC2CCCC(C)C2C)c2ccccc2)c1 (stereo not drawn)	96	6	79	92	9.1	17	96	100	20	99	98
OCCN(Cc1nc(-c2ccc3c(c2)OCO3)no1)Cc1cccs1	98	14	10	95	2.9	1	95	102	3	98	95
COC(=O)c1c(NC(=O)c2c(Cl)cnn2C)sc(C)c1C	103	17	1	101	0.0	9	99	108	/	107	103
COCCN(C(=O)Cc1cccs1)C(C(=O)NCc1ccc(OC)cc1)c1ccc(OC)cc1 (stereo not drawn)	96	39	2	97	1.6	6	98	98	/	99	97
COc1cc(C(=O)NCC(=O)OCn2nnc3ccccc3c2=O)cc(OC)c1OC	98	13	4	96	1.5	10	95	102	/	98	98
CCOC(=O)Cc1csc(SCC(=O)Nc2cc(C)ccc2OC)n1	98	15	31	96	1.6	10	95	103	1	98	97
Cc1ccc(C(=O)CSc2nnc3ccccn23)c(C)c1	93	18	9	95	1.1	9	95	98	3	95	94
CCC(=O)NC(=S)Nc1ccc(N2CCOCC2)cc1	99	20	1	97	-0.1	7	98	101	-8	101	99
COc1ccc(CNC(=O)C2(C)Cc3ccccc3C(=O)O2)cc1 (stereo not drawn)	99	11	-2	93	0.0	11	95	99	/	94	97
c1ccc(CCN2CN=C(Nc3nc4ccccc4o3)NC2)cc1	103	7	1	103	0.3	9	99	105	/	105	101
O=C(O)CCn1c(SCc2cccc3ccccc23)nc2ccccc21	106	8	0	104	-0.1	6	102	103	10	110	105
NS(=O)(=O)c1ccc(NC(=O)CSc2ccc3ccccc3n2)cc1	97	15	0	99	0.2	5	96	96	/	98	100
CC(=O)c1cccc(NC(=O)/C(=C\c2ccco2)NC(=O)c2cccs2)c1	98	34	20	97	0.9	12	98	99	/	104	98
CCOC(=O)c1ccc(NC(=O)N2CCN(C(=O)c3ccco3)CC2)cc1	96	18	3	96	0.9	10	94	98	10	99	97
COc1ccc(N=C2SC(CC(=O)Nc3ccccc3)C(=O)N2Cc2ccccn2)cc1 (stereo not drawn)	96	12	3	93	-0.1	11	95	104	4	96	95
CN(C(=O)CSc1nnc(-c2ccncc2)n1C)C1CCS(=O)(=O)C1 (stereo not drawn)	101	61	1	103	0.2	6	101	101	-13	106	102
COc1ccc(/C=N/NC(=O)c2cnccn2)cc1O	94	12	65	98	0.8	9	97	98	/	95	92

This is a random part of the collection; overall some 1.1% were active at least once.
